Assay outcomes as filed in PubChem.
NFkB transloc inh = inhibitors of IL-1B driven NFkB p65 nuclear import, primary screen, imaging, HUVEC, IL-1B stimulus, high-content imaging. 94,000 compounds, 0.43% hits. inhibition, % at 2 µM. HUVEC IL-1B NFkB p65 nuclear translocation imaging. AID 796, 2007;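 active means inhibition above about 30% together with a positive call from visual inspection of the well image, limit read from the data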;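 further: nuclear over cytoplasmic p65 intensity ratio measured by imaging; 0% = IL-1B stimulated DMSO wells and 100% = unstimulated DMSO wells; values of inactives mirror those of a sister screen read the other way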
PLAP inhibition = PLAP enzyme inhibitors, biochemical, luminescence, HTS (AID 690); one-dose inhibition, % at 20 µM; IC50 in µM for titrated hits; purified PLAP, luminescent substrate; higher % means a stronger effect; 96,000 compounds, 0.08% hits; in the data active means a potency from the dose series; inactive means the rest, 99 in 100 with inhibition below about 30%; further: strong numbers were not always called active
Bcl-B TR3 displacers = displacers of TR3 peptide from Bcl-B, primary screen, selectivity assay for Bfl-1 inhibitor project, biochemical, fluorescence polarization. FP displacement of FITC-TR3 peptide from Bcl-B; higher % means a stronger effect. displacement, % at 20 µM; hits with a dose series show IC50 in µM. 96,000 compounds, 0.11% hits. AID 748, 2007;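 active means displacement above 50% at 20 µM plus a fluorescence interference ratio under 1.5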;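 further: plate controls were wells without compound for no effect and wells lacking Bcl-B protein for full effect; a part of the inactive calls stands beside numbers as strong as those of hits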
MRP reversal = reversal of MRP1-mediated doxorubicin resistance, primary screen, H69AR cells, doxorubicin co-treatment | 85,000 compounds, 0.04% hits | differential viability (reversal), % at 10 µM | H69AR cells + 2 uM doxorubicin, CellTiter-Glo, 72 h;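 active means viability drop by adding the cancer drug above about 55%, with treated viability meeting a 40% cutoff, limit read from the data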;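 further: viability without doxorubicin minus viability with 2 µM doxorubicin for each compound; larger differential means the compound sensitizes cells more to doxorubicin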
IL1B NFkB pot = enhancers of NFkB p65 translocation in HUVEC – imaging, IL-1B stimulus, high-content imaging, primary screen | 94,000 compounds, 0.3% hits | AID 819, 2007 | HUVEC IL-1B NFkB p65 nuclear translocation imaging | activation, % at 2 µM;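 active means activation above 40%, about the mean plus 3 SD, also judged a hit on visual image review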;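 further: percent activation is computed from the nuclear over cytoplasmic p65 intensity ratio; values of inactives mirror those of a sister screen read the other way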
MRP reversal cytotoxicity = recorded beside MRP reversal, whose call it bears; viability, %; H69AR cells, CellTiter-Glo, 72 h; measured here: cytotoxicity without doxorubicin
MRP reversal with doxorubicin = recorded beside MRP reversal, whose call it bears; viability, %; measured here: viability with 2 uM doxorubicin; stronger effect = lower value
NFkB transloc inh cell count 2 µM = recorded beside NFkB transloc inh, whose call it bears; cell count; measured here: cells passing quality filter;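 raw number of nuclei counted in each imaged well without normalization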
IL1B NFkB pot cell count 2 µM = recorded beside IL1B NFkB pot, whose call it bears; cell count; measured here: cells passing quality filter
Starred values were filed as active, the others as inactive; / = not tested or not shown. The list is partial (hit frequency here may not be typical).

SMILES | NFkB transloc inh | NFkB transloc inh cell count 2 µM | PLAP inhibition | Bcl-B TR3 displacers | MRP reversal | MRP reversal cytotoxicity | MRP reversal with doxorubicin | IL1B NFkB pot | IL1B NFkB pot cell count 2 µM
O=C(NCC(=O)N(Cc1cccs1)C(C(=O)NC1CCCC1)c1ccco1)c1cccs1 (stereo unspecified) | -32.6 | 112 | -33.3% | 2.4% | 26.8 | 89.3 | 62.5 | 32.6 | 112
COc1ccc(OC)c(S(=O)(=O)N2CCN(c3ccccn3)CC2)c1 | 4.8 | 162 | -11.6% | -11.6% | 18.5 | 97.9 | 79.3 | -4.8 | 162
CCn1c(C(O)c2ccc3c(c2)OCO3)nc2ccccc21 (stereo unspecified) | -11.0 | 98 | -82.1% | 1.2% | 1.0 | 90.2 | 89.3 | 11.0 | 98
COc1ccc(CC(=O)NNC(=O)c2ccc(SCc3cc(F)ccc3F)c([N+](=O)[O-])c2)cc1 | 4.2 | 175 | -3.7% | 2.9% | -2.7 | 96.0 | 98.7 | -4.2 | 175
COc1ccc(C(=O)COC(=O)CCn2nnc(-c3cccc(O)c3OC)n2)cc1 | -1.3 | 131 | 6.4% | 5.6% | -1.4 | 91.7 | 93.1 | 1.3 | 131
CC(O)COc1ccc(/C(=N/O)c2ccccc2)cc1 (stereo unspecified) | 12.2 | 136 | 5.6% | -5.3% | / | / | / | -12.2 | 136
CN1C(=O)/C(=C/c2ccccc2OCc2cccc(F)c2)NC1=S | 2.7 | 129 | -7.3% | 16.4% | / | / | / | -2.7 | 129
CC1(C)Cc2c(C#N)c(SCC(=O)c3ccccc3)nc(N3CCOCC3)c2CO1 | 11.6 | 96 | -26.9% | -0.7% | 7.6 | 48.5 | 40.9 | -11.6 | 96
NCCOc1ccccc1Cc1ccccc1 | -10.3 | 161 | 24.5% | 8.1% | 2.6 | 93.4 | 90.8 | 10.3 | 161
CCOC(=O)c1cnc2c(C(F)(F)F)cccc2c1N1CCOCC1 | -8.8 | 109 | 1.7% | -2.1% | 0.8 | 98.0 | 97.1 | 8.8 | 109
CC(C)N1CC(C(=O)O)CC1=O (stereo unspecified) | -14.2 | 117 | -7.0% | 3.5% | 4.0 | 95.5 | 91.5 | 14.2 | 117
Cc1ccccc1OCC(=O)N/N=C/c1ccco1 | -6.4 | 133 | -3.8% | -6.6% | 0.5 | 100.9 | 100.3 | 6.4 | 133
Cc1ccc(C)n1-c1ncn[nH]1 | -13.4 | 164 | -14.6% | -1.2% | -2.3 | 95.7 | 98.0 | 13.3 | 164
Cc1csc2nc(CNS(=O)(=O)c3ccc4c(c3)CCCC4)cn12 | 14.4 | 32 | 10.8% | -6.0% | 0.7 | 84.5 | 83.9 | -14.3 | 32
CC1=CC(C)(C)Nc2ccc(OC(=O)CN3C(=O)CCC3=O)cc21 | / | / | -18.8% | -3.0% | / | / | / | / | /
CC(=O)Nc1nc(N2C(=O)c3ccccc3C2=O)n(-c2ccccc2)n1 | 8.7 | 115 | -53.5% | -7.4% | 6.4 | 89.0 | 82.6 | -8.7 | 115
CCc1ccc2oc(-c3cccc(NC(=O)c4cccnc4)c3)nc2c1 | 6.3 | 103 | -46.0% | -2.1% | 42.5 | 97.1 | 54.5 | -6.3 | 103
CC(c1nnc(SCC(=O)c2c(N)n(C)c(=O)n(C)c2=O)n1-c1ccc(Cl)cc1)N(C)C (stereo unspecified) | -0.1 | 104 | -75.9% | -9.0% | -4.8 | 84.3 | 89.1 | 0.1 | 104
Cn1ncc(Cl)c1C(=O)Nc1cccnc1 | 3.6 | 96 | 0.2% | -2.4% | 4.4 | 94.7 | 90.3 | -1.6 | 96
Cc1ccc(C(=O)Nc2ccc3cn[nH]c3c2)cc1S(=O)(=O)N1CCCCC1 | -22.4 | 173 | -92.5% | 4.9% | -24.9 | 30.1 | 55.0 | 22.4 | 173
Cc1nc2cc(C(F)(F)F)ccc2n1C1CCN(C(=O)N2CCOCC2)CC1 | -3.7 | 214 | -75.8% | 8.4% | 4.8 | 88.6 | 83.8 | 3.7 | 214
CCOC(=O)c1sc2nc(NC(=O)C3CCCCC3)sc2c1C | -11.4 | 63 | 3.3% | -23.8% | 5.8 | 75.2 | 69.4 | 11.3 | 63
CC1(C)Cc2nc3sc4c(=O)n(CC(=O)NCc5ccccc5)cnc4c3cc2CO1 | 11.8 | 108 | 3.4% | -3.3% | / | / | / | -11.8 | 108
CCOCCCNC(=S)NNC(=O)CCn1nc(C)c(Br)c1C | -13.9 | 160 | -193.5% | -0.1% | / | / | / | 13.9 | 160
Cc1cccc(NS(=O)(=O)c2ccccc2)n1 | / | / | -9.7% | -0.3% | -1.5 | 99.4 | 100.9 | / | /
CCC1CCCCN1C(=O)c1cc2cc(Br)ccc2oc1=O (stereo unspecified) | -4.8 | 180 | 3.7% | 0.7% | 14.4 | 99.2 | 84.7 | 4.8 | 180
c1ccc(Sc2ncnc3c2oc2ccccc23)nc1 | -0.8 | 143 | -17.2% | -3.9% | -16.9 | 40.9 | 57.8 | 0.8 | 143
COc1ccc(C(=O)COC(=O)c2ccc(NC(=O)c3ccccc3)cc2)cc1 | 18.6 | 117 | 3.0% | 1.8% | / | / | / | -18.6 | 117
Cc1nc(SCc2c(F)cccc2Cl)c2c(=O)n(C)c(=O)n(C)c2n1 | 5.8 | 192 | -47.2% | 11.4% | -19.3 | 62.9 | 82.2 | -5.8 | 192
Cc1ccc(C(=O)Nc2nnn(C)n2)cc1 | -17.4 | 156 | 7.5% | -2.6% | / | / | / | 17.4 | 156

Gathered by group, those above containing fluorine.
SMILES | NFkB transloc inh | NFkB transloc inh cell count 2 µM | PLAP inhibition | Bcl-B TR3 displacers | MRP reversal | MRP reversal cytotoxicity | MRP reversal with doxorubicin | IL1B NFkB pot | IL1B NFkB pot cell count 2 µM
COc1ccc(CC(=O)NNC(=O)c2ccc(SCc3cc(F)ccc3F)c([N+](=O)[O-])c2)cc1 | 4.2 | 175 | -3.7% | 2.9% | -2.7 | 96.0 | 98.7 | -4.2 | 175
CN1C(=O)/C(=C/c2ccccc2OCc2cccc(F)c2)NC1=S | 2.7 | 129 | -7.3% | 16.4% | / | / | / | -2.7 | 129
CCOC(=O)c1cnc2c(C(F)(F)F)cccc2c1N1CCOCC1 | -8.8 | 109 | 1.7% | -2.1% | 0.8 | 98.0 | 97.1 | 8.8 | 109
Cc1nc2cc(C(F)(F)F)ccc2n1C1CCN(C(=O)N2CCOCC2)CC1 | -3.7 | 214 | -75.8% | 8.4% | 4.8 | 88.6 | 83.8 | 3.7 | 214
Cc1nc(SCc2c(F)cccc2Cl)c2c(=O)n(C)c(=O)n(C)c2n1 | 5.8 | 192 | -47.2% | 11.4% | -19.3 | 62.9 | 82.2 | -5.8 | 192

The list continues:
SMILES | NFkB transloc inh | NFkB transloc inh cell count 2 µM | PLAP inhibition | Bcl-B TR3 displacers | MRP reversal | MRP reversal cytotoxicity | MRP reversal with doxorubicin | IL1B NFkB pot | IL1B NFkB pot cell count 2 µM
O=C1C2CCCN2C(c2ccccc2F)N1c1ccc(Cl)cc1 (stereo unspecified) | -10.6 | 140 | -25.3% | -8.1% | 13.7 | 90.3 | 76.6 | 10.6 | 140
Cc1noc(C)c1C(=O)Nc1cccnc1 | -4.2 | 164 | -9.9% | 6.4% | 1.9 | 96.7 | 94.8 | 4.2 | 164
COc1ccc(S(=O)(=O)N2CCCC(C(=O)O)C2)cc1 (stereo unspecified) | 34.3* | 35* | 19.7% | -6.2% | 12.5 | 99.9 | 87.4 | -34.3 | 35
CCN(c1cccc(C)c1)c1nc2ccsc2c(=O)s1 | -4.4 | 202 | 19.1% | 12.2% | -7.4 | 74.7 | 82.0 | 4.4 | 202
CC(OC(=O)CNC(=O)C12CC3CC(CC(C3)C1)C2)C(=O)Nc1ncc(Cl)cc1Cl (stereo unspecified) | -11.8 | 108 | -80.8% | -8.3% | -28.9 | 81.8 | 110.7 | 11.8 | 108
COc1ccc(-c2nc(C#N)c(N3CCc4ccccc4C3)o2)cc1OC | -4.1 | 161 | -10.8% | -4.7% | -3.6 | 65.6 | 69.2 | 4.1 | 161
CCC(=O)NCC(=O)OCC(=O)c1ccccc1 | -4.8 | 132 | / | / | 5.7 | 95.1 | 89.4 | 4.8 | 132
COc1ccc(CCNC(=O)C2CCCN(c3nn4c(=O)cc(C)nc4s3)C2)cc1OC (stereo unspecified) | -7.0 | 125 | / | / | 3.6 | 90.5 | 86.9 | 7.0 | 125
O=C(/C=C/c1c(Cl)cccc1Cl)NCCc1ccccc1 | -2.6 | 125 | 8.1% | -1.7% | / | / | / | 2.6 | 125
CCc1c(O)nc(SCC(=O)NCc2ccco2)[nH]c1=O | 10.9 | 102 | 11.9% | -12.7% | 7.7 | 91.2 | 83.5 | -10.9 | 102
CCOC(=O)c1c(N)sc2c(OCC)c(Br)ccc12 | -0.9 | 109 | / | / | 4.8 | 85.5 | 80.7 | 0.9 | 109
CN(C)S(=O)(=O)c1ccc(NC(=O)CN2CCN(C(c3ccccc3)c3ccccc3)CC2)cc1 | 1.8 | 179 | 8.0% | 7.4% | / | / | / | -93.0 | 51
COc1ccc(C(=O)N2CC(=O)N(CCc3ccccc3)C(=O)C2)cc1OC | -0.2 | 171 | -4.5% | -10.7% | 2.0 | 93.5 | 91.5 | 0.2 | 171
Cc1ccc(Cc2cncc(O)c2)cc1S(=O)(=O)O | -0.2 | 143 | 9.9% | -1.2% | -0.4 | 93.6 | 94.0 | 0.2 | 143
COc1ccc(CC(=O)OCC(=O)Nc2ncc(Cl)cc2Cl)cc1 | 3.6 | 202 | -34.2% | 41.3% | -10.6 | 87.9 | 98.6 | -3.6 | 202
Cc1ccc(-n2nc(C(=O)N3CCN(C)CC3)c3c4ccccc4n(C)c3c2=O)cc1 | -4.6 | 65 | / | / | -4.1 | 81.9 | 86.0 | 4.6 | 65
COc1ccc(OC)c(NC(=O)c2cc(-c3cc(Cl)ccc3O)n[nH]2)c1 | 14.1 | 118 | -60.6% | -1.8% | -0.3 | 1.2 | 1.6 | -14.1 | 118
CNCC/C=C1/c2ccccc2CSc2ccccc21 | -12.8 | 106 | / | / | 6.4 | 75.2 | 68.8 | 12.8 | 106
COC(=O)c1ccc(CSc2nnc(Nc3ccc(OC)cc3)s2)o1 | 2.9 | 136 | -0.3% | -3.7% | 9.8 | 81.7 | 71.9 | -2.9 | 136
O=C(CN(Cc1ccco1)C(=O)Cn1nnc(-c2cccs2)n1)NCc1ccccc1 | -9.6 | 120 | 23.4% | 2.1% | -16.0 | 50.8 | 66.8 | 9.6 | 120
COC(=O)c1cnn(-c2ccc(C)c(C)c2)c1-n1cccc1 | 11.3 | 150 | / | / | 13.0 | 99.0 | 86.0 | -11.3 | 150
CCOc1c(OC)ccc2c3c(c(=O)oc12)CCCC3 | -2.5 | 164 | -42.6% | 0.2% | 14.5 | 90.6 | 76.1 | 2.3 | 68
C/C=C(\C)CN1CCN(c2ccc(C)cc2)CC1 | -12.4 | 190 | 18.2% | -13.6% | 18.0 | 94.8 | 76.7 | 12.4 | 190
O=C(NCCN1CCOCC1)c1cc(-c2ccccc2)on1 | -16.6 | 134 | -5.3% | -11.8% | 35.2 | 96.8 | 61.7 | 16.6 | 134
CCOC(=O)C1C(=O)CC(C)(O)C(C(=O)OCC)C1c1ccccc1OC (stereo unspecified) | 7.4 | 172 | -2.5% | -6.5% | 16.2 | 93.6 | 77.4 | -7.4 | 172
Cc1cc(N2CCCCC2)nc(SCC(=O)c2ccccc2)n1 | -28.0 | 188 | 9.1% | -4.5% | -13.3 | 59.2 | 72.5 | 28.0 | 188
O=C1CCCN1c1ccc(CNS(=O)(=O)c2ccc(F)cc2)cc1 | -4.7 | 98 | -4.4% | -1.0% | 17.5 | 101.3 | 83.8 | 4.7 | 98
Cc1sc(NC(=O)c2ccco2)c(CN2CCN(c3ccc(F)cc3)CC2)c1C | -13.4 | 194 | 2.1% | -14.5% | / | / | / | 13.4 | 194
